Bioassay records: PubChem, several laboratories
Peg3 prom inh – reduces Peg3 promoter-driven luciferase expression in HeLa; HeLa PEG-Prom luciferase reporter, luminescence, overnight; inhibition, % at 20 µM; hit rate 1.7% among 360,000;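 active = inhibition of at least 50% at 20 µM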
Shn3 3UTR inh – reduces Shn3 3'UTR luciferase signal in osteoblasts; AID 588674; hit rate 0.52% among 360,000; inhibition, % at 12.5 µM; Clone20 osteoblast Shn3 3'UTR firefly luciferase, 24 h;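 active = mean inhibition of at least 75% with every replicate also reaching 75%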;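 also: 0% = median of neutral control wells and 100% = pilot-screen positive control compound; some compounds past the cut are filed as inactive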
TRPM1 prom inh – reduces MITF-dependent TRPM1 promoter luciferase signal; SK-MEL-5 TRPM1 promoter luciferase, 24 h; inhibition, % at 12.5 µM; hit rate 0.83% among 330,000; AID 488899;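 active = mean inhibition across replicates of 60% or more, whatever share of single replicates reaches that level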; also: values of inactives mirror those of a sister screen read the other way
TRAIL sens C8 – sensitizes caspase-8 expressing cells to TRAIL | hit rate 1% among 360,000 | NB7+C8 cells + TRAIL, ATPlite viability luminescence | inhibition (viability loss, TRAIL sensitization), % at 10 µM;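 active = compounds causing at least 50% loss of cell viability in the single-dose screen, relative to plate controls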
CF NFkB inh – cystic fibrosis NF-kB activation inhibition. KKLEB NF-kB-GFP reporter, PAF-induced, GFP fluorescence overnight. inhibition, % at 5 µM. hit rate 0.86% among 360,000;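 active = at least 50% inhibition at 5 µM, scaled per plate between neutral and stimulator controls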;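 also: PAF is a Pseudomonas aeruginosa culture filtrate used as stimulus; plate controls were PAF-stimulated DMSO wells for no effect and unstimulated DMSO wells for full effect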
KKLEB tox – CF airway cell cytotoxicity counter-screen. activity change (cytotoxicity), % at 5 µM. KKLEB CF airway cells viability, ATPlite luminescence, overnight; stronger effect = lower value; cells stimulated with P. aeruginosa culture filtrate. hit rate 0.36% among 360,000;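 active = corrected activity change at or below -50% at 5 µM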
HIF-2a block – inhibitors of HIF-2a | 786-0 RCC cells HIF-2a reporter, luciferase luminescence, overnight | inhibition, % at 18.8 µM | hit rate 0.72% among 360,000;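 active = inhibition of the luminescence signal of 40% or more relative to plate controls, in a single-dose primary screen at 18.75 µM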
LMP1 NFkB inh – Epstein-Barr LMP1 NF-kappaB reporter inhibition. LMP1-induced NF-kappaB luciferase reporter cells, luminescence. inhibition, % at 12.5 µM. hit rate 0.69% among 350,000. AID 504558; in the data active = inhibition above about 41%;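 also: 0% = neutral control wells and 100% = reference inhibitor control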
iPSC survival up – hiPSC single-cell survival enhancement; ATPlite luminescence; 100% = ROCK inhibitor wells, 0% = DMSO; survival enhancement, % at 20 µM; hit rate 0.044% among 360,000; AID 602274; in the data active = survival enhancement above about 18%;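 also: cells exposed to compounds for 16 hours before the ATP read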
NR2E3 ag-1 – agonists of human NR2E3 nuclear receptor. hit rate 0.35% among 360,000. CHO-S Gal4-NCOR/VP16-NR2E3 two-hybrid, luciferase. inhibition of corepressor binding, % at 3.98 µM. Q9Y5X4. AID 602229;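 active = inhibition above the mean of all tested compounds plus 3 SD, cut at about 70% in these data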;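 also: 0% = DMSO with NR2E3 transfected cells and 100% = cells lacking NR2E3 construct; higher means lower luciferase signal from less NR2E3 corepressor binding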
Target sequence (Q9Y5X4 whole entry, looked up, the tested form may be a part): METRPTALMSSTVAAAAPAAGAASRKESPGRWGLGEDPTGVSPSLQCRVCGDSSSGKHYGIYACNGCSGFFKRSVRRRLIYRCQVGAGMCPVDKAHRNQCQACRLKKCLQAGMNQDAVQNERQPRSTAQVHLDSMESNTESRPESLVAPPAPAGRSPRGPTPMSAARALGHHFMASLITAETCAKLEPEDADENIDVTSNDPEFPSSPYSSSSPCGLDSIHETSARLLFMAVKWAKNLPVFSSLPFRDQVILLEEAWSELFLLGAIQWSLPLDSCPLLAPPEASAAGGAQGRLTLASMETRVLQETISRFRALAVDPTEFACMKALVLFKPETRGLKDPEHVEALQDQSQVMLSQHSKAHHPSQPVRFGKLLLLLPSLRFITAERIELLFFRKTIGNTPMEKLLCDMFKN
NR2E3 ag-2 – activates human photoreceptor nuclear receptor NR2E3 | Q9Y5X4 | AID 2300 | hit rate 0.12% among 320,000 | inhibition of corepressor binding, % at 4.78 µM | GST-NR2E3/biotin-RetCOR TR-FRET, 1536-well;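 active = percent inhibition above the cutoff of mean plus 3 SD of all tested compounds, set per screening campaign, cut at about 20% in these data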;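 also: 0% = DMSO wells and 100% = biotin wells as full block of FRET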
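Test system: GST-NR2E3 and biotin-RetCOR proteins | Quantity: 1.35 nM GST-tagged NR2E3 final | Medium: Tris pH 7.5 | Also added: 7 nM biotin-RetCOR | Dosing: Compound at 4.8 µM, single dose | Timing: 5 h at 4 °C | Detection: Time-resolved FRET | Read-out basis: Percent inhibition | Benchmarks: Biotin wells as high control, 0.6% DMSO wells as low control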
* marks the source's active call; other numbers are inactive results; x = no result given. Only part of the results is shown, so the mix of outcomes need not match the whole.

SMILES	Peg3 prom inh	Shn3 3UTR inh	TRPM1 prom inh	TRAIL sens C8	CF NFkB inh	KKLEB tox	HIF-2a block	LMP1 NFkB inh	iPSC survival up	NR2E3 ag-1	NR2E3 ag-2
COc1cc(O)c(C(=O)O)c(CCc2ccccc2)c1	-9	-7	-7	5	-13	7	-9	-1	-0.3	-24	x
COc1cc(COc2ccc3c(C)c(CC(=O)O)c(=O)oc3c2C)cc(OC)c1OC	-4	-1	-5	4	7	5	4	-4	-0.3	-22	-1
O=[N+]([O-])c1ccccc1S(=O)(=O)Nc1ccc(S(=O)(=O)N2CCCC2)cc1	-17	-3	6	-10	-11	-4	-2	2	-0.5	-17	x
Cc1ccc2nc3c(cc(C(=O)NC4CCS(=O)(=O)C4)n3Cc3ccccc3)c(=O)n2c1 (stereo unspecified)	19	3	-9	-26	9	4	4	3	-0.6	-9	0
Cc1cccc(N=C2NC(=O)/C(=C3/C(=O)N(C)c4ccccc43)S2)c1C	2	5	17	2	-18	5	-8	2	1.4	13	3
Cn1c(CNS(=O)(=O)c2ccc(Cl)cc2)cc(=O)n(C)c1=O	5	3	-1	-8	1	-8	8	-3	-0.4	7	2
CCc1nc(-n2[nH]c(=O)c3ccccc3c2=O)c2c3c(sc2n1)CCCC3	-5	-8	0	3	1	-5	13	-4	-1.5	-25	-1
Cc1ccc(CCNC(=O)c2cccc(NC3=NC4CS(=O)(=O)CC4S3)c2)cc1 (stereo unspecified)	-12	-1	x	7	-30	24	8	-4	-0.3	-5	6
COc1ccccc1OCCNC(=O)CN(c1cccc(C)c1)S(=O)(=O)c1ccccc1	14	-12	3	0	11	-2	20	-5	-0.3	-4	2
O=C(O)c1cccn1Cc1ccccc1F	-13	2	6	-5	-7	-14	7	-10	7.1	-1	5
Cc1ccnc(SCC(=O)Nc2oc(-c3ccccc3)c(-c3ccccc3)c2C#N)n1	13	11	9	0	-1	-5	9	-4	-0.2	-2	1
COc1cccc(C=Nc2ccccc2C(=O)Nc2ccccc2)c1O	-131	-67	-57	25	0	6	-141	-6	-1.6	-81	2
CO/N=C(\N)c1nonc1N	20	x	1	1	-11	7	7	-2	1.5	16	2
Cc1cc(Cl)ccc1OCC(=O)N/N=C/c1ccncc1	6	-7	4	-1	4	-10	-3	9	1.5	-8	-3
O=C(C1=C[C@@H](c2ccccc2)C[C@@H](OCc2ccc(CO)cc2)O1)N1CCN(Cc2ccc3c(c2)OCO3)CC1	17	9	9	13	6	-3	5	-1	0.9	-42	0
CC(=O)c1ccc(-n2nnnc2SCC(=O)Nc2sc(C)c(C)c2C#N)cc1	-7	-24	-20	2	-10	4	-59	8	5.0	-14	2
CCCS(=O)(=O)N1CCN(C(=O)c2cc(OC)cc(OC)c2)CC1	8	0	6	1	2	5	11	7	0.1	-14	4
COc1ccc(Cc2nnc(SCC(=O)NC3CCCCC3)n2C)cc1	10	5	2	11	-5	-2	10	-1	0.8	-1	2
COc1ccc(Cl)cc1NC(=O)C(=O)N/N=C/c1cc(C)n(-c2ccc(C)cc2)c1C	-16	15	-6	34	13	-23	-13	-12	0.2	-16	3
O=C(Nc1cc(S(=O)(=O)N2CCOCC2)ccc1N1CCOCC1)c1ccccc1[N+](=O)[O-]	5	-12	-5	-5	-17	2	12	2	-0.3	0	x
CCOC(=O)Nc1sc(NS(=O)(=O)c2ccc(C)cc2)nc1C	-2	-55	1	-6	-4	7	5	10	-1.4	-8	0
COC(=O)c1ccc(NC(=O)CSc2nnc(C3CC3)n2C)cc1	-6	6	6	-16	-6	-1	-15	-3	-0.2	-20	0
Cc1ccc(S(=O)(=O)N2CCN(C(=O)COC(=O)Cc3ccc(F)cc3)CC2)c(C)c1	5	-1	2	1	-6	21	10	1	0.6	-4	x
CCOc1ccc(N2C(=O)CC(NCCc3ccc(S(N)(=O)=O)cc3)C2=O)cc1 (stereo unspecified)	2	7	-3	-12	2	4	9	2	1.2	-9	6
CCNC(=O)/C(=C/c1ccco1)NC(=O)/C=C/c1ccccc1	2	-5	-6	5	11	0	4	7	0.7	6	-1

Random excerpt: 2 entries already listed.
SMILES	Peg3 prom inh	Shn3 3UTR inh	TRPM1 prom inh	TRAIL sens C8	CF NFkB inh	KKLEB tox	HIF-2a block	LMP1 NFkB inh	iPSC survival up	NR2E3 ag-1	NR2E3 ag-2
COc1ccc(Cc2nnc(SCC(=O)NC3CCCCC3)n2C)cc1	10	5	2	11	-5	-2	10	-1	0.8	-1	2
Cc1ccc(CCNC(=O)c2cccc(NC3=NC4CS(=O)(=O)CC4S3)c2)cc1 (stereo unspecified)	-12	-1	x	7	-30	24	8	-4	-0.3	-5	6

Other results:
SMILES	Peg3 prom inh	Shn3 3UTR inh	TRPM1 prom inh	TRAIL sens C8	CF NFkB inh	KKLEB tox	HIF-2a block	LMP1 NFkB inh	iPSC survival up	NR2E3 ag-1	NR2E3 ag-2
CC(CCc1ccccc1)NC(=O)C1CCCN(C(=O)c2cc3sccc3n2C)C1 (stereo unspecified)	16	20	1	0	21	-15	-26	6	-0.3	16	4
COc1ccc(/C(C)=N/NC(=O)CNC(=O)c2cccnc2)cc1	3	-3	6	1	-1	4	14	8	-0.4	-21	2
COCc1cc(C)n(CC(=O)Nc2c(C)cccc2C)c(=O)c1C#N	11	-15	-5	-8	-15	2	22	-1	-0.4	-6	3
COc1ccc(CCN2CC(C(=O)NCCc3ccccn3)CCC2=O)cc1 (stereo unspecified)	14	-8	6	2	-11	10	2	-3	-0.5	-22	1
CN(C)C(=O)c1ccc(NC(=O)CN2C(=O)NC3(CCCc4ccccc43)C2=O)cc1 (stereo unspecified)	-2	-5	0	0	-16	-6	8	2	0.0	2	-1
COc1ccc(OC)c(C(=O)N/N=C/c2ccccn2)c1	4	3	9	-10	-9	-6	-2	-6	-0.3	-51	0
C#CCOc1c(Cl)cc(/C=N/NC(N)=S)cc1OCC	7	13	-1	4	3	7	20	-2	1.4	-6	-2
CCOC(=O)[C@@H]1[C@H]2COc3cc(OC)ccc3[C@@H]2N2C(=O)N(c3ccc(C(F)(F)F)cc3)C(=O)[C@@]12C	13	8	-8	-13	-5	2	9	0	1.1	20	3
CC(C)(C)c1nnc(NC(=O)c2cccnc2Cl)s1	-9	2	11	-1	3	-6	-4	6	3.7	-38	2
CC(Oc1ccccc1)C(=O)N1CCN=C1SCc1ccccc1F (stereo unspecified)	7	-14	-17	6	15	4	-8	-7	-0.3	15	0
C[C@H](CCC(=O)NCC(=O)O)[C@H]1CC[C@H]2C3[C@H](O)C[C@@H]4C[C@H](O)CC[C@]4(C)[C@H]3C[C@H](O)[C@]12C (stereo partly specified)	13	12	10	-7	-19	6	12	-3	-1.6	-11	3
Cc1ccccc1C(=O)NCc1ccncc1	14	1	9	15	3	-13	8	0	-0.9	-10	1
Cc1sc2ncn(CC(=O)N3CCN(c4ccc(F)cc4)CC3)c(=O)c2c1S(=O)(=O)N1CCOCC1	13	-3	3	3	13	-15	16	-5	0.1	3	-3
CC(=O)NS(=O)(=O)c1ccc(NC(=S)NC(=O)C(C)C)cc1	9	7	10	-17	2	-7	2	-2	-1.5	22	1
O=C(COc1ccc(S(=O)(=O)Nc2ccccc2)cc1)NCc1cccnc1	10	-1	16	-7	13	10	12	1	0.2	-14	-3
COc1ccccc1C(=O)N/C(=C\c1ccc(Br)cc1)C(=O)NCCC(=O)O	6	-26	0	-3	0	-6	20	3	0.6	6	2
Cc1cc(NC(=O)c2ccc3nc(C)sc3c2)no1	-205	-74	-6	16	-14	10	-121	5	3.3	-223	2

Gathered by group, those above with an aryl methoxy group (12)
SMILES	Peg3 prom inh	Shn3 3UTR inh	TRPM1 prom inh	TRAIL sens C8	CF NFkB inh	KKLEB tox	HIF-2a block	LMP1 NFkB inh	iPSC survival up	NR2E3 ag-1	NR2E3 ag-2
COc1cc(O)c(C(=O)O)c(CCc2ccccc2)c1	-9	-7	-7	5	-13	7	-9	-1	-0.3	-24	x
COc1cc(COc2ccc3c(C)c(CC(=O)O)c(=O)oc3c2C)cc(OC)c1OC	-4	-1	-5	4	7	5	4	-4	-0.3	-22	-1
COc1ccccc1OCCNC(=O)CN(c1cccc(C)c1)S(=O)(=O)c1ccccc1	14	-12	3	0	11	-2	20	-5	-0.3	-4	2
COc1cccc(C=Nc2ccccc2C(=O)Nc2ccccc2)c1O	-131	-67	-57	25	0	6	-141	-6	-1.6	-81	2
CCCS(=O)(=O)N1CCN(C(=O)c2cc(OC)cc(OC)c2)CC1	8	0	6	1	2	5	11	7	0.1	-14	4
COc1ccc(Cc2nnc(SCC(=O)NC3CCCCC3)n2C)cc1	10	5	2	11	-5	-2	10	-1	0.8	-1	2
COc1ccc(Cl)cc1NC(=O)C(=O)N/N=C/c1cc(C)n(-c2ccc(C)cc2)c1C	-16	15	-6	34	13	-23	-13	-12	0.2	-16	3
COc1ccc(/C(C)=N/NC(=O)CNC(=O)c2cccnc2)cc1	3	-3	6	1	-1	4	14	8	-0.4	-21	2
COc1ccc(CCN2CC(C(=O)NCCc3ccccn3)CCC2=O)cc1 (stereo unspecified)	14	-8	6	2	-11	10	2	-3	-0.5	-22	1
COc1ccc(OC)c(C(=O)N/N=C/c2ccccn2)c1	4	3	9	-10	-9	-6	-2	-6	-0.3	-51	0
CCOC(=O)[C@@H]1[C@H]2COc3cc(OC)ccc3[C@@H]2N2C(=O)N(c3ccc(C(F)(F)F)cc3)C(=O)[C@@]12C	13	8	-8	-13	-5	2	9	0	1.1	20	3
COc1ccccc1C(=O)N/C(=C\c1ccc(Br)cc1)C(=O)NCCC(=O)O	6	-26	0	-3	0	-6	20	3	0.6	6	2
